Eya2 inh: blocks the phosphatase activity of human Eya2; Potency, µM (titrated, usually from 76.9 µM), for the others: top-dose activity, negative = inhibition, most hits filed as inhibitors; O00167; hit rate 0.006% among 330,000; recombinant Eya2, OMFP fluorescence dephosphorylation (OMFP is methylfluorescein phosphate); AID 488837; further: potency means the concentration at half of the fitted maximal effect; on the % scale 0 is the no-effect control and ±100 the full control effect
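Eya2 (0.2 uM) preincubated 10 min at ambient with compound, then OMFP substrate added at 50 uM; 10 min reaction in 50 mM HEPES pH 7.5, 50 mM NaCl, 5 uM MgCl2, 0.05% BSA, 1 mM DTT. Fluorescence read at Ex 485/Em 525 nm.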
USP2a block: blocks human ubiquitin-specific protease USP2a. O75604. USP2 core, Ub-CHOP2 coupled fluorogenic reporter, 485/531. Potency, µM (series often up to 38.3 µM), for inactives: at the top dose activity change, negative = inhibition, most hits filed as inhibitors. hit rate 0.01% among 330,000. AID 463254;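 further: potency means the concentration at half of the fitted maximal effect; plate controls were DMSO wells for no effect and full inhibition by NEM control for full effect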
Target sequence (O75604 whole entry, looked up): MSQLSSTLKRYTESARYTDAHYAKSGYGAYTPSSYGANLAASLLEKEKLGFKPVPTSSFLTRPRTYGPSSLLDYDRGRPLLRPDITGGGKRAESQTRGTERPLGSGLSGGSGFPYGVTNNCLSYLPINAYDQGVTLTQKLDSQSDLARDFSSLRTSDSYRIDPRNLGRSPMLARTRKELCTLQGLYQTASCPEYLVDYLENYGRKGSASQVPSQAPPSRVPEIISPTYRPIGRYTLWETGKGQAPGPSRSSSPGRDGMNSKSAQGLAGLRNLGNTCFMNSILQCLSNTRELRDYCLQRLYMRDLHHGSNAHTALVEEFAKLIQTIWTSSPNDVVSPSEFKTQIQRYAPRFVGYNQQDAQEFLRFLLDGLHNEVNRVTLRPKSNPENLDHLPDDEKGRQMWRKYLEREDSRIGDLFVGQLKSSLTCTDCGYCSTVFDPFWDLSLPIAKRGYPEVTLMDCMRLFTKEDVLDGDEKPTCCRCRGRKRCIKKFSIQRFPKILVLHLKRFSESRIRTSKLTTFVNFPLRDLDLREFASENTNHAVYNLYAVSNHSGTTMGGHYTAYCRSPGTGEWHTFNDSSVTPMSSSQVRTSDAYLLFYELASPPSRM
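Deubiquitinase activity read as fluorescence (485/531 nm) after Ub-CHOP2 cleavage activates the enterokinase reporter on its substrate; USP2 core 10nM, Ub-CHOP2 and substrate 25nM each, 30min compound preincubation then 60min RT; data normalized to NEM, curves fitted.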
Tb PFK inh: T. brucei PFK enzyme inhibition. O15648. T. brucei PFK, ADP-Glo luminescence. Potency, µM (titrated, usually from 57.5 µM), without a hit: at the highest dose activity, negative = inhibition, actives largely listed as inhibitors. hit rate 0.17% among 330,000. AID 485367;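 further: potency means the concentration at half of the fitted maximal effect; 0% = uninhibited 1x PFK enzyme wells and -100% = no-enzyme wells; nearly all actives have a fitted effect of over 60% in size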
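Activity is normalized to no-enzyme wells (full inhibition) and 1.25 nM enzyme wells (no inhibition). Reaction: 0.5 mM F6P, 0.1 mM ATP, 45 min RT, ADP-Glo luminescence; concentration-response curves fitted and classed by quality.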
TSHR antag: blocks TSH signaling through the human TSH receptor; TSHR-expressing cells, TSH-stimulated cAMP HTRF, 2 h; hits give low values; hit rate 0.2% among 330,000; activity change, negative = inhibition, % at 11.5 µM; AID 504810;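 active means activity change below a set negative limit, meaning inhibition stronger than a set level, cut at about -70% in these data; inconclusive means activity change between two set negative limits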; further: on the % scale 0 is the no-effect control and ±100 the full control effect
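Competitive HTRF cAMP read-out (cryptate anti-cAMP antibody, cAMP-d2; 30 min, room temperature) in freshly harvested TSHR cells. Compounds added before TSH at EC80 (4nM final), followed by 2 hours' incubation at 37 deg C.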
TCR activator: activates T cell receptor signaling; primary human leukocytes, anti-CD3, IL-2 HTRF, 48 h; Potency, µM (titrated, usually from 9.22 µM), for inactives: top-dose activation of IL-2 secretion, hits mostly activators; 330,000 tested, under 10 active; AID 504894; further: % of control where 0% means no effect
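HTRF read-out of IL-2 secretion: europium cryptate donor excited at 320nm, d2 acceptor emission at 665nm. Cells were primary human leukocytes incubated 48 hr with compounds and a-CD3 beads, supplying TCR signal only.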
uPA generation: inhibitors of cell surface uPA generation. hit rate 0.31% among 330,000. AID 540303. Potency, µM (titrated, usually from 38.3 µM), without a hit: at the top dose activity change, negative = inhibition, hits mostly inhibitors. cell surface uPA generation assay, qHTS; active means well fitted inhibition curve with a large enough effect; inconclusive means small, poorly fitted or top-dose-only effect; inactive means no such curve, though single readings can be large or run the other way; tested in mouse RAW 264.7 cells; further: potency means the concentration at half of the fitted maximal effect; on the % scale 0 is the no-effect control and ±100 the full control effect; nearly all actives have a fitted effect of over 55% in size
ELG1 DNA repair: inhibitors of ELG1-dependent DNA repair in HEK293T cells | hit rate 2.3% among 330,000 | HEK293T ELG1-luciferase reporter, luminescence, 16 h; DNA damage induced by 5-fluorouridine | AID 504467 | Potency, µM (highest dose often 46.1 µM), for the others: top-dose activity change, negative = inhibition, hits mostly inhibitors; further: potency means the concentration at half of the fitted maximal effect; on the % scale 0 is the no-effect control and ±100 the full control effect; nearly all actives have a fitted effect of over 55% in size
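Luminescence from the luciferase reporter, measured 30 min after ONE-Glo reagent at room temperature, was the read-out. Beforehand, 2,000 cells per well were exposed for 16 hr at 37 °C to 5-fluorouridine together with compound or vehicle.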
PTAP TSG101 blk: blocks PTAP/TSG101 interaction to inhibit HIV-1 budding; Potency, µM (series often up to 115 µM), for the others: top-dose activity change, negative = inhibition, usual class: inhibitors; AID 493005; Fluorescence polarization, FITC-PTAP peptide / Tsg101 binding; 340,000 tested, under 10 active; Q99816; active means well fitted inhibition curve with a large enough effect in the main read-out, with a control signal flat, not every such curve was filed as active; inconclusive means small, poorly fitted or top-dose-only effect, or effect the other way, or a change in a side signal; inactive means no such curve, though single readings can be large or run the other way; further: potency means the concentration at half of the fitted maximal effect; % of control where 0% means no effect
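Tsg101 binding domain (10 uM final) was mixed with compound and a FITC-labeled PTAP peptide (50 nM final) in HEPES pH 7.5 buffer with NaCl, Tween 20, EDTA and TCEP; fluorescence polarization was read after 20 min at r.t.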
Mito fusion yeast: mitochondrial division inhibition or fusion activation | AID 485298 | hit rate 0.23% among 320,000 | S. cerevisiae fusion-defective mutant growth rescue, CellTiterGlo 48 h | Potency, µM (titrated, usually from 46.1 µM), for inactives: at the top dose growth rescue (activation), most hits filed as activators;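 further: potency means the concentration at half of the fitted maximal effect; % of control where 0% means no effect; nearly all actives have a fitted effect of over 45% in size; temperature-sensitive fusion mutants such as fzo1-1 at 37 °C on non-fermentable ethanol glycerol medium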
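Yeast fusion mutant, YPEG (non-fermentable carbon), compound, 48 h at 37C non-permissive; CellTiterGlo added, 10 min RT, luminescence read. Rescued growth = division inhibition.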
Chronic BCR inh: inhibitors of chronic active B-cell receptor signaling; ABC-DLBCL IkBa-CBG/CBR reporter, luminescence ratio, 4 h; Potency, µM (highest dose often 46.1 µM), without a hit: top-dose ratio change, negative = lower green/red ratio, most hits filed as inhibitors; hit rate 0.05% among 340,000; AID 493014; active means well fitted inhibition curve with a large enough effect in the signal ratio, with a control signal flat, not every such curve was filed as active; inconclusive means small, poorly fitted or top-dose-only effect, or effect the other way, or a change in a side signal; the % refers to the signal ratio;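 further: potency means the concentration at half of the fitted maximal effect; plate controls were basal doxycycline-induced cells for no effect and cells given 10 µM MG132 for full effect; MG132 reads +100%, hits lower the ratio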
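TMD8 ABC-DLBCL cells carrying doxycycline-inducible green luciferase fused to IkappaBalpha plus unfused red luciferase were exposed to compounds (up to 46 uM) for 4 hrs at 37C. Activity came from the overlap-corrected green/red luminescence ratio.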
B2AR arrestin: beta2AR (human) beta-arrestin recruitment activity | P07550 | AID 492947 | Potency, µM (highest dose often 46.1 µM), inactives show top-dose activation, actives largely listed as activators | hit rate 0.02% among 330,000 | beta-arrestin recruitment to beta2AR, cell-based reporter;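 further: potency means the concentration at half of the fitted maximal effect; 0% = DMSO controls and full agonism = EC100 isoproterenol or metaproterenol; nearly all actives have a fitted effect of over 65% in size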
Target sequence (P07550 whole entry, looked up): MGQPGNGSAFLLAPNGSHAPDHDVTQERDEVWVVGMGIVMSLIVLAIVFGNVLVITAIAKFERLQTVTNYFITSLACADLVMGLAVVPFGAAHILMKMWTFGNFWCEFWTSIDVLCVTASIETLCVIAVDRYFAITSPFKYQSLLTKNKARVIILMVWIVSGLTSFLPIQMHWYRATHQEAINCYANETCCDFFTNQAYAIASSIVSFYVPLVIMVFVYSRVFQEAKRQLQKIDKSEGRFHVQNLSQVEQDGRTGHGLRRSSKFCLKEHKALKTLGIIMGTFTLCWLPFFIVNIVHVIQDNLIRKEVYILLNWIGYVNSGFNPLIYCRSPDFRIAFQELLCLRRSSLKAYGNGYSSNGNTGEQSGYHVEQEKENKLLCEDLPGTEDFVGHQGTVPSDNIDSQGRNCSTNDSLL
Starred values were filed as active, the others as inactive; ? = inconclusive; nt = no result given; [ ] = remark or other dose. Unless noted, the call rests on the fitted dose curve; in most records, active means well fitted curve in the direction sought with a large enough effect; inconclusive means small, poorly fitted or top-dose-only effect, or another doubt; inactive means no such curve, though single readings can be large; an effect the other way counts as inactive or inconclusive.

SMILES | Eya2 inh | USP2a block | Tb PFK inh | TSHR antag | TCR activator | uPA generation | ELG1 DNA repair | PTAP TSG101 blk | Mito fusion yeast | Chronic BCR inh | B2AR arrestin
COc1ccc(-n2c(Cc3cc(=O)[nH]c(=O)[nH]3)nnc2SCC(=O)Nc2cc(C(F)(F)F)ccc2Cl)cc1 | -2% | -1% | -6% | -5 | 0% | 3% | 6% | 0% | 0% | 4% | -0.1%
Cc1ccc(CN=C(Nc2ccccc2)NC2CCCCC2)cc1 | 7% | 0% | 1% | -6 | 5% | -2% | -13% | 1% | -4% | -1% | 0.1%
Cc1ccc(-c2nnc(SCC(C)C)n2C)cc1 | -1% | 0% | 2% | 19 | 4% | -7% | ? | -5% | -3% | ? | -0.9%
O=C(Oc1ccc2c(-c3ccccc3)cc(=O)oc2c1)c1cccs1 | 7% | 6% | -1% | -4 | -1%[46.1 µM] | -8% | -10% | 4% | 22% | ? | -0.5%
CCSC1=NCCN1S(=O)(=O)c1ccccc1 | 3% | 2% | -1% | 6 | -2% | 12% | -4% | -3% | 16% | -13% | 0.1%
C/C(=N\NC(=O)c1csc(C)c1C)c1ccc(C)s1 | -8% | 0% | -7% | -6 | -2%[46.1 µM] | -9% | ? | -2% | 0% | 3% | 0.1%
O=C(NCCc1ccccc1)C(=O)NCC1OCCN1S(=O)(=O)c1cccs1 (configuration not stated) | 2% | 2% | 0% | -9 | 0% | -6% | 0% | nt | 0% | -2% | 0.0%
O=C(COC(=O)CNS(=O)(=O)c1ccc(Br)cc1Cl)NC1CCCC1 | -16% | -1% | -2% | nt | 4% | -6% | -9% | -3% | 2% | 9% | 0.1%
CCCn1c(=NC(C)=O)c(C(=O)OCC)cc2c(=O)n3ccccc3nc21 | 0% | 3% | 1% | -4 | 2% | -3% | -9% | -5% | 24% | -8% | -0.2%
COc1ccccc1NC(=S)N(Cc1cccnc1)Cc1ccccc1Cl | -1% | 3% | -4% | -26 | -47% | -3% | 2% | 0% | 19% | ? | 0.0%
COc1ccc(NC(=O)Cc2coc3cc(C)c(C(C)C)cc23)cc1S(=O)(=O)N1CCOCC1 | 0% | -1% | -3% | 0 | 2%[46.1 µM] | 1% | -21% | -3% | 0% | -13% | 0.0%
CCN(CC)C(=O)c1cn(CC)c(=O)c2cc(OC)c(OC)cc12 | 9% | -1% | 18% | 8 | -2% | -3% | -6% | -5% | -1% | ? | -0.1%
O=C(/C(N=Nc1cccc([N+](=O)[O-])c1)=C(/O)c1ccc(Br)cc1)C(F)(F)F | 5% | 1% | 0% | ? | nt | nt | ? | nt | 3% | 23% | -0.1%
CCSc1nc2c(c(=O)[nH]1)C(c1ccc(C)cc1)C1=C(CCCC1=O)N2 (configuration not stated) | 5% | 0% | 2% | 1 | 2% | 4% | 4% | 1% | -4% | -2% | -1.0%
C=CCc1c(C)c(C#N)c2nc3ccccc3n2c1N1CCCCC1 | -6% | -8% | 0% | -4 | -4% | -1% | ? | -2% | -3% | 0% | -1.1%
O=[N+]([O-])c1ccc(Oc2cnc3ccccc3n2)cc1 | 5% | -2% | -5% | 10 | 1% | -3% | ? | -1% | ? | 17% | -0.1%
S=C(NCc1ccco1)N/N=C/c1ccncc1 | -1% | 0% | 2% | 6 | -7% | 1% | 5% | -1% | -1% | ? | 0.0%
CCOc1ccc2nc(SCCNS(=O)(=O)c3ccccc3)sc2c1 | -2% | -3% | 1% | -2 | 3%[46.1 µM] | 6% | ? | 0% | 11% | -1% | -0.2%
CCc1nnc(NC(=O)c2cc(S(=O)(=O)N3CCCCC3)ccc2N2CCOCC2)s1 | 8% | 2% | 1% | -2 | 0% | -7% | -13% | -4% | 2% | 4% | -1.2%
Cc1ccc(CNC(=O)c2csc3c2CCCCC3)cc1 | -2% | 1% | -5% | 1 | 6% | 0% | 11% | -4% | -2% | 1% | 0.1%
COc1ccc(-c2noc(N3CCC(C(=O)NCCCN4CC(C)CC(C)C4)CC3)n2)cc1 (configuration not stated) | -4% | -2% | -2% | -10 | -2% | ? | 5% | -4% | -4% | -15% | 0.0%
Cc1ccc2nccc(C(=O)N3CCCC(Nc4ccc(C)c(C)c4)C3)c2c1 (configuration not stated) | 4% | 1% | -16% | 24 | 3% | 1% | -21% | -3% | 7% | -7% | 0.4%
C[C@H]1COC(=O)[C@@H](Cc2ccc(F)cc2)C/C=C\C[C@@H](CC(=O)N[C@@H](CO)Cc2ccccc2)C(=O)N1 | 9% | 5% | 4% | 9 | 3% | ? | ? | 0% | nt | -3% | -0.1%
CCCCOC(=O)C1=C(C)NC(=O)NC1c1ccccc1 (configuration not stated) | 2% | 5% | -4% | -7 | -5% | 23% | 4% | 4% | 5% | 9% | 0.1%
COC(=O)C(Cc1ccccc1)N1CCS(=O)(=O)CC1 (configuration not stated) | 6% | 2% | 6% | -9 | -10% | nt | -9% | -8% | -3% | 5% | 0.0%
COc1ccc(CN(C)C(=O)C2CCN(C(=O)Nc3ccccc3)CC2)cc1 | 0% | -1% | -10% | 10 | -51% | 5% | 2% | -1% | -3% | -4% | -0.2%
O=C(COc1ccc(Cl)cc1)OCC(=O)N1CCCC1 | 14% | -1% | 0% | -6 | 1% | 7% | ? | -2% | 0% | 0% | -0.9%
CC(Sc1ccccc1)C(=O)NN=C1CCCCCCC1 (configuration not stated) | -10% | -1% | 5% | -3 | 2% | 2% | 8% | -1% | 0% | ? | -0.8%
O=C(COC(=O)c1ccc(Br)o1)Nc1ncc(Cl)cc1Cl | 9% | 2% | -3% | 13 | -2% | 1% | ? | 3% | 0% | -2% | 0.3%
CCCc1cc(=O)[nH]c(SCC(=O)N2CCN(S(=O)(=O)c3ccc(Cl)cc3)CC2)n1 | 3% | 3% | -1% | -11 | 2%[46.1 µM] | 0% | -4% | -2% | 0% | -1% | -0.9%
COc1ccc2oc(=O)c(/C(N)=N/NC(=O)c3ccncc3)cc2c1 | 5% | 0% | 1% | -2 | -4% | 2% | 3% | 0% | 18% | -2% | 0.0%
Fc1c(F)c(-n2nnc3ccccc32)c(F)c(F)c1Cl | -4% | 2% | 0% | 15 | 11% | 5% | 6% | -2% | -10% | ? | 0.0%
Cc1ccc(CNC(=O)CSc2ccsc2[N+](=O)[O-])cc1 | 0% | 2% | -3% | 2 | -2% | -3% | ? | -1% | -5% | 1% | 0.2%
CC(=O)Nc1cccc(NC(=O)CSc2nnc(NC(=O)C3CC3)s2)c1 | 5% | 4% | 5% | -3 | -6% | -5% | 18% | -2% | 1% | -11% | -1.7%
CCn1cc(C(=O)Nc2ccc(C)cc2C)c(=O)c2ccc(C)nc21 | 5% | 0% | 1% | -3 | nt | nt | -6% | nt | 1% | 8% | 0.0%
CC(C)(O)c1[nH]c2cc(F)ccc2c1C(C)(C)O | -4% | -3% | -3% | 6 | -2% | 6% | -11% | -3% | -24% | 25% | -0.6%
NC(CSCc1ccccc1Cl)C(=O)O (configuration not stated) | -26% | -2% | -2% | -5 | 3% | -4% | 12% | 0% | 7% | -3% | 0.1%
Cc1ccc(N2C(N)=NC(N)=NC2(C)C)c(C)c1 | 3% | 0% | 0% | 4 | -12% | -13% | 15% | 2% | 0% | -6% | -1.7%
COc1ccc(Cc2nnc(-c3cccc(C)c3)o2)cc1OC | -5% | 0% | 6% | 26 | -2%[46.1 µM] | 9% | 0% | -2% | -1% | 1% | 1.9%
Nc1nonc1-c1nc2ccccc2[nH]1 | -1% | 1% | 0% | 11 | -2% | 5% | ? | -4% | -7% | ? | 0.0%
CCOC(=O)CC1CCCCN1C(=O)c1cc(COc2cccc3cnccc23)on1 (configuration not stated) | 3% | -1% | 2% | ? | 7% | -26% | ? | -5% | 1% | 5% | 0.1%
Clc1ccc(C[n+]2csc3ccccc32)cc1 | 5% | 2% | -19% | -7 | 5%[46.1 µM] | -7% | ? | -1% | 11µM* | -8% | -1.7%
COc1cccc(OC)c1C(=O)OCCCOC(=O)c1c(OC)cccc1OC | -7% | -1% | 0% | -5 | 9% | 6% | 21µM* | nt | 2% | 0% | 0.1%

High-throughput results from PubChem BioAssay.
